West Nile antiviral = West Nile virus antiviral activity, cell-based, CPE readout (AID 1621); West Nile virus-infected cells, CPE inhibition; higher % means a stronger effect; CPE inhibition, % at 10 µM, or IC50 in µM where a hit was titrated; 290,000 compounds, 0.02% hits; in the data active = a potency from the dose series; inconclusive = CPE inhibition mostly from about 3.7% at the one dose, without a potency; inactive = the rest, 99 in 100 with CPE inhibition below about 2.2%; note: strong numbers were not always called active
Yfh1-depleted yeast = enhancers of respiration in Yfh1-depleted yeast, dose response, Friedreich's ataxia, plus single-dose screen (AID 1465); S. cerevisiae Yfh1-off respiration, WST-1 reduction, 72 h; higher fold induction means a stronger effect; 220,000 compounds, 0.074% hits; one-dose fold induction at 50 µM; EC50 in µM for titrated hits;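 active = fold induction of absorbance versus untreated yeast above a set limit, then at least 30% activation at any dose in follow-up; inconclusive = repeats straddling the limit, or above it without dose testing; inactive = fold induction below the set limit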;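 note: activators that raise dye reduction in frataxin-depleted yeast; strong numbers were not always called active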
ER stress rescue = rescue of cells from ER stress-induced death, primary screen, 384-well, CSM14.1, thapsigargin, ATP luminescence (AID 1222). CSM14.1 thapsigargin-induced death rescue, ATP luminescence; higher % means a stronger effect. cellular ATP content (survival), % at 20 µM, or EC50 in µM where a hit was titrated. 190,000 tested, under 10 active;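 active = EC50 below 50 µM in the dose-response confirmation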;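 note: death triggered by thapsigargin at about 15 µM added after 2 h compound pretreatment; cell ATP read after overnight thapsigargin exposure of roughly 18 to 22 hours; normalized against plate controls of thapsigargin alone and 5% DMSO vehicle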
Salmonella PhoP GFP = inhibitors of PhoP regulon expression, primary screen, Salmonella Typhimurium, GFP reporter (AID 1863) | S. Typhimurium PhoP-regulated promoter GFP reporter, 4 h; higher % means a stronger effect | inhibition, % at 50 µM; hits with a dose series show IC50 in µM | 300,000 compounds, 0.16% hits;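 active = inhibition over 29.93%, a cutoff 3 SD above the screen mean, later confirmed by dose response; inconclusive = inhibition over 29.93% but no dose response follow-up; inactive = inhibition at most 29.93% or unconfirmed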;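 note: 0% = low Mg2+ inducing control and 100% = high Mg2+ repressing control; strong numbers were not always called active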
PMI inhibition = human PMI inhibitors, high substrate, primary screen, biochemical, fluorescence intensity, high mannose 6-phosphate (AID 1220); inhibition, % at 20 µM, or IC50 in µM where a hit was titrated; 190,000 compounds, 0.66% hits; Mannose-6-phosphate isomerase (Homo sapiens); recombinant PMI enzyme, coupled fluorescence intensity; higher % means a stronger effect; in the data active = inhibition above about 50%
P. falciparum M17LAP = P. falciparum M17LAP inhibitors, primary screen, biochemical, fluorogenic H-Leu-NHMec substrate, 1536-well (AID 1619) | Leucine aminopeptidase (Plasmodium falciparum (isolate 3D7)) | recombinant M17LAP, H-Leu-NHMec fluorogenic kinetic assay; higher % means a stronger effect | 220,000 compounds, 0.38% hits | inhibition, % at 30 µM, or IC50 in µM where a hit was titrated;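 active = compound inhibiting the enzyme by more than half at any dose during confirmatory dose-response retesting; inconclusive = strong single-dose inhibitors picked by rank but not retested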;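 note: plate controls were full reaction with DMSO carrier for no effect and no enzyme background for full effect; strong numbers were not always called active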
XIAP antagonists = XIAP antagonists, biochemical, IAP family, fluorescence polarization (AID 1018) | E3 ubiquitin-protein ligase XIAP (Homo sapiens) | XIAP BIR domain, fluorescence polarization peptide displacement; higher % means a stronger effect | displacement, % at 20 µM, or IC50 in µM where a hit was titrated | 200,000 compounds, 0.007% hits; in the data active = displacement above about 50%; note: a part of the inactive calls stands beside numbers as strong as those of hits
SIAH1 antagonists = Siah-1 peptide-binding antagonists, primary screen, biochemical, fluorescence polarization, rhodamine-plectin, uHTS (AID 1817). E3 ubiquitin-protein ligase SIAH1 (Homo sapiens). Siah-1 / rhodamine-plectin peptide fluorescence polarization; higher % means a stronger effect. one-dose displacement, % at 20 µM; IC50 in µM for titrated hits. 290,000 compounds, 0.02% hits;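 active = displacement of at least 50% at 20 µM, with a fluorescence ratio check between 0.3 and a set limit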;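 note: plate controls were Siah plus tracer with DMSO for no effect and tracer alone without Siah for full effect; strong numbers were not always called active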
M1AAP inhibition = P. falciparum M1AAP inhibitors, biochemical, fluorogenic H-Leu-NHMec substrate, 1536-well (AID 1445). recombinant M1AAP, H-Leu-NHMec fluorogenic kinetic assay; higher % means a stronger effect. one-dose inhibition, % at 30 µM; IC50 in µM for titrated hits. Aminopeptidase N (Plasmodium falciparum (isolate 3D7)). 220,000 compounds, 0.42% hits;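 active = primary inhibition above the hit cutoff, then over 50% inhibition at one or more dose response concentrations, cut at about 23% in these data, passing the limit was not always enough; inconclusive = conflicting primary data, or primary hits not chosen for dose response; inactive = low primary inhibition, or under 50% at every dose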;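 note: plate controls were DMSO full reaction for no effect and no enzyme background for full effect; strong numbers were not always called active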
* marks the source's active call; other numbers are inactive results; i = inactive; ? = inconclusive; · = no result given. No enrichment for hits; any-hit rate near 1.6%.

SMILES	West Nile antiviral	Yfh1-depleted yeast	ER stress rescue	Salmonella PhoP GFP	PMI inhibition	P. falciparum M17LAP	XIAP antagonists	SIAH1 antagonists	M1AAP inhibition
CNC(=S)NNC(=O)c1sccc1OCc1ccc(C)cc1	1.2%	i	0.7%	12%	4%	4%	-4.0%	5%	-3%
COCCNC(=S)N(Cc1cccs1)Cc1cc2cccc(C)c2[nH]c1=O	-1.3%	i	-0.5%	·	4%	·	-5.7%	1%	·
CN1CCN(C(=O)CSc2nc(-c3ccncc3)ccc2C#N)CC1	0.0%	i	1.1%	-1%	0%	16%	-2.2%	2%	3%
CCOC(=O)C1=C(C)NC(=O)NC1c1ccc(N(C)C)cc1 (stereo unspecified)	0.8%	i	-0.7%	8%	14%	4%	0.9%	-1%	7%
Cc1cccc(C)c1-n1c(C)nn(CC#N)c1=O	0.2%	i	0.3%	-3%	1%	0%	-6.5%	4%	1%
CCN1CCN(Cc2cc(=O)oc3ccc(C)cc23)CC1	0.0%	i	·	1%	·	9%	·	-3%	4%
Nn1c(SCC(=O)Nc2ccc3c(c2)OCO3)nnc1-c1cccc(Cl)c1	0.1%	i	0.4%	-3%	2%	1%	-4.6%	-1%	-1%
COc1ccc(OC)c(NC(=O)CC2C(=O)NCCN2C(=O)Nc2cccc(Cl)c2)c1 (stereo unspecified)	0.8%	i	-0.8%	4%	5%	8%	-5.8%	-2%	2%
O=c1c2ccccc2nc2ccc(N3CCOCC3)nn12	-0.4%	i	-1.1%	5%	0%	18%	-2.1%	3%	3%
Oc1c(C(Nc2cccc(C(F)(F)F)c2)c2ccncc2)ccc2cccnc12 (stereo unspecified)	?	i	1.9%	8%	5%	-2%	-5.7%	-1%	-18%
CCOC(=O)c1c(NC(=S)NC(=O)c2ccc(Cn3cc(Cl)cn3)o2)sc2c1CCCCC2	0.1%	i	-1.1%	-5%	8%	8%	-5.4%	0%	3%
Cc1cc(N(C(=O)c2ccco2)C(C(=O)NC2CCCCC2)c2ccccc2)ccc1-n1cnnn1 (stereo unspecified)	-1.0%	i	2.7%	1%	-4%	1%	-1.5%	0%	13%
O=C(NCCCN1CCN(c2cccc(Cl)c2)CC1)C1CCC(=O)N1Cc1ccccc1Cl (stereo unspecified)	·	·	-2.1%	2%	14%	8%	-0.7%	-1%	1%
CCOC(=O)c1cnn(-c2ccccc2)c1NC(=O)c1ccccc1C	0.5%	i	2.4%	0%	3%	4%	-8.1%	-2%	-6%
COc1ccc(/C=N/N2CCOCC2)cc1O	0.2%	i	-2.9%	-11%	0%	-4%	0.0%	-4%	5%
Cc1ccc(-c2cc(C(=O)Nc3cc(C)ccc3C)[nH]n2)c(O)c1	-0.9%	i	0.4%	5%	-17%	10%	-2.1%	-2%	-1%
CC(=O)NC(Cc1ccc(F)cc1)C(=O)N1CCN(C(=O)NCc2ccccc2)CC1 (stereo unspecified)	-0.7%	i	-0.4%	-19%	-13%	5%	-3.1%	8%	3%
N#Cc1ccc(OCC(=O)N/N=C2\CCc3ccccc32)cc1	-0.1%	i	3.6%	1%	1%	8%	-3.3%	5%	-6%
CCOc1ccc(NC(=O)CSc2nc(C)c3c(c2C#N)CCCC3)cc1	-1.2%	i	-1.3%	0%	-1%	2%	1.1%	6%	3%
CCOC(=O)CN1C(=O)CSc2ccc(S(=O)(=O)N3CCCC3)cc21	0.0%	i	·	-6%	·	-1%	·	7%	1%
CNC(=O)c1[nH]cnc1C(=O)Nc1ccccc1C	0.2%	i	-3.8%	6%	6%	-3%	-4.6%	-1%	9%
Cc1ccccc1C(=O)Oc1ccc(Br)cc1C(=S)N1CCCC1	1.6%	i	-1.0%	-6%	3%	-5%	-23%	5%	6%
Oc1ccc(Br)cc1C=Nc1cccn2cc(-c3ccccc3)nc12	-0.2%	i	-1.1%	4%	18%	-131%	1.8%	-8%	10%
O=C(CSc1nc(O)c(Cc2ccccc2)c(=O)[nH]1)Nc1ccccc1	0.4%	i	·	-6%	11%	51%	-5.3%	4%	10%
COc1ccc(-n2c(SCC(=O)Nc3cc(C)on3)nc3ccc(O)cc3c2=O)cc1OC	-0.2%	i	-1.3%	-10%	20%	-4%	-2.3%	4%	21%

(next part)
SMILES	West Nile antiviral	Yfh1-depleted yeast	ER stress rescue	Salmonella PhoP GFP	PMI inhibition	P. falciparum M17LAP	XIAP antagonists	SIAH1 antagonists	M1AAP inhibition
CCc1ccc(NC(=O)C(=O)N/N=C(\C)CC(=O)NCCOC)cc1	-0.1%	i	-7.5%	-7%	-20%	-1%	0.4%	10%	6%
COc1ccc(/C=N/Nc2ncnc3scc(-c4ccccc4)c23)cc1OC	0.8%	i	-0.1%	4%	-9%	-2%	-4.0%	-11%	4%
C(=C\c1ccccc1)/CSc1nc2ncccc2[nH]1	-0.9%	i	·	-5%	·	-4%	·	0%	5%
O=C(Cc1ccccc1)Nc1cccc([N+](=O)[O-])c1	0.1%	i	0.0%	6%	3%	11%	-0.4%	-13%	2%
CC1CC(=O)C2=C(C1)Nc1nc3ccccc3n1C2c1cccnc1 (stereo unspecified)	0.6%	i	13%	2%	22%	-21%	-0.1%	-4%	2%
Cn1c(CCN2CCCCCC2)nc2cc(NC(=O)Nc3ccccc3)ccc21	-0.2%	i	-3.6%	-13%	8%	5%	-3.2%	-1%	3%
O=C(CCN1C(=O)C2CC=C(Cl)CC2C1=O)Nc1ccccc1O (stereo unspecified)	0.0%	i	-0.5%	-4%	11%	21%	-2.3%	-3%	3%
O=C(Cn1cnc2ccccc2c1=O)Nc1ccc2c(c1)OCO2	-0.9%	i	-2.3%	24%	1%	24%	-6.7%	8%	-5%
CSCCCNC(=S)Nc1cccc(S(=O)(=O)NC2=NCCC2)c1	-0.1%	i	-1.2%	-10%	-2%	2%	-5.3%	-1%	4%
O=S(=O)(NCC1OCCc2ccccc21)c1ccc(S(=O)(=O)N2CCOCC2)cc1 (stereo unspecified)	-0.2%	i	-0.9%	-5%	-9%	-1%	-2.4%	-4%	2%
O=C(N/N=C/c1ccc(N2CCOCC2)cc1)C1COc2ccccc2O1 (stereo unspecified)	-0.8%	i	-1.0%	-3%	-14%	-6%	-7.0%	2%	7%
O=C(Nc1cc(C(F)(F)F)ccc1-n1cncn1)c1ccc(Cl)cc1	0.2%	i	5.8%	-12%	5%	-4%	-1.2%	6%	1%
COc1ccc(/C=N/Nc2ccccn2)c(OC)c1OC	-1.1%	i	-1.8%	-1%	3%	16%	-5.7%	2%	14%
O=C(/C=C/c1ccc(F)cc1)c1cc(Br)ccc1O	0.0%	i	·	-2%	·	6%	·	-1%	3%
O=C(O)COc1cccc2nsnc12	0.4%	i	-0.6%	-10%	44%	18%	-5.7%	0%	1%
O=C(c1ccco1)N1CCc2ccccc21	-0.4%	i	7.5%	1%	-3%	3%	-5.7%	16%	3%
CN(C(=O)n1cnc2ccccc21)c1ccccc1	0.1%	i	-0.1%	-32%	6%	4%	-2.6%	2%	-1%
COc1cccc(C(=O)Nc2ccccc2C(=O)N2CCCC2)c1	0.2%	i	0.6%	0%	-4%	4%	-4.5%	-8%	1%
Clc1c(-c2ccccc2)nnn1-c1ccccc1	0.2%	i	-0.4%	-3%	0%	7%	-4.8%	3%	5%
Cc1ccc(/C=c2\sc3nc(-c4ccco4)nn3c2=O)o1	1.4%	i	-3.8%	6%	19%	42%	1.8%	-4%	7%
O=[N+]([O-])c1ccc2nc(-c3ccccc3[N+](=O)[O-])[nH]c2c1	0.0%	i	-1.0%	-3%	-5%	9%	-0.6%	17%	21%
CC(C)CC(=O)Nc1ccc(C(=O)COc2ccc(-c3nnco3)cc2)cc1	0.1%	i	4.2%	4%	2%	2%	-12%	-2%	1%
Cc1nc2ccccc2nc(C)c1=NOCc1cccc(Cl)c1	·	·	-0.5%	-12%	4%	3%	-3.5%	2%	0%
Cc1onc(-c2ccccc2)c1C(=O)N/N=C/c1cn(C)c2ccccc12	-0.6%	i	·	-4%	12%	1%	-4.7%	2%	3%
O=C(CSc1ncnc2scc(-c3ccccc3)c12)N1CCN(c2ccccc2F)CC1	0.0%	i	0.8%	-1%	-2%	5%	-0.6%	-6%	4%

A draw from above in order of SMILES length, falling:
SMILES	West Nile antiviral	Yfh1-depleted yeast	ER stress rescue	Salmonella PhoP GFP	PMI inhibition	P. falciparum M17LAP	XIAP antagonists	SIAH1 antagonists	M1AAP inhibition
CC(=O)NC(Cc1ccc(F)cc1)C(=O)N1CCN(C(=O)NCc2ccccc2)CC1 (stereo unspecified)	-0.7%	i	-0.4%	-19%	-13%	5%	-3.1%	8%	3%
Nn1c(SCC(=O)Nc2ccc3c(c2)OCO3)nnc1-c1cccc(Cl)c1	0.1%	i	0.4%	-3%	2%	1%	-4.6%	-1%	-1%
COc1ccc(/C=N/Nc2ncnc3scc(-c4ccccc4)c23)cc1OC	0.8%	i	-0.1%	4%	-9%	-2%	-4.0%	-11%	4%
CCOC(=O)c1cnn(-c2ccccc2)c1NC(=O)c1ccccc1C	0.5%	i	2.4%	0%	3%	4%	-8.1%	-2%	-6%
CNC(=S)NNC(=O)c1sccc1OCc1ccc(C)cc1	1.2%	i	0.7%	12%	4%	4%	-4.0%	5%	-3%
O=C(O)COc1cccc2nsnc12	0.4%	i	-0.6%	-10%	44%	18%	-5.7%	0%	1%

Further entries
SMILES	West Nile antiviral	Yfh1-depleted yeast	ER stress rescue	Salmonella PhoP GFP	PMI inhibition	P. falciparum M17LAP	XIAP antagonists	SIAH1 antagonists	M1AAP inhibition
CCn1c(SCc2ccccc2Cl)nc2ccccc21	-0.1%	i	-0.9%	3%	6%	4%	-1.8%	-1%	2%
O=S(=O)(c1ccc(Cl)cc1)n1cccn1	-0.2%	i	0.9%	3%	0%	3%	-1.1%	2%	8%
CSc1nsc(/C=C/Nc2ccc(O)cc2C)c1C#N	-0.5%	i	·	1%	66%*	-9%	-3.0%	112%	5%
CCc1cc(=O)oc2cc(C)cc(OCC(C)=O)c12	0.2%	i	·	-5%	·	-15%	·	-2%	1%
C=CCOC(=O)C1=C(C)Nc2nnnn2C1c1cccc(OC)c1OC (stereo unspecified)	-0.3%	i	4.0%	-3%	6%	12%	-0.8%	-3%	5%
CN(c1ccccc1C(=O)Nc1ccc(S(=O)(=O)N2CCCCC2)cc1)S(C)(=O)=O	-1.0%	i	-0.7%	-1%	10%	2%	2.1%	5%	-2%

Screening data (PubChem)
